Tn7 DDE FP: inhibitors of Tn7 peptide binding to fibrin DD(E), primary screen, biochemical, fluorescence polarization, human fibrin, Tn7 probe. Fibrinogen beta chain (Homo sapiens), P02675. FP displacement of FITC-Tn7 peptide from fibrin DD(E); 0% = median of compound wells per plate. inhibition, % at 8.3 µM. 370,000 tested, 0.13% active;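 active = inhibition above the mean of compounds falling within the control limits plus 3 SD of them, cut at about 14% in these data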;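 also: 0% = plate median of compound wells and 100% = 10 µM Aha-Tn7 peptide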
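system = human fibrin DD(E) protein | quantity = DD(E) 2 µM final | medium = Tris/NaCl/CaCl2 buffer, pH 7.8 | also added = labelled Tn7 tracer, 0.1 µM | compound dosing = single point at 8.3 µM | timing = compound with protein 10 min, then 3 h after probe, room temperature | signal = FP measurement | benchmarks = Aha-Tn7 high control | repeats = one replicate per compound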
ARFGAP1 inh: inhibitors of rat ARFGAP1 GAP activity, primary screen, biochemical, fluorescence polarization, GDP tracer. ADP-ribosylation factor GTPase-activating protein 1 (Rattus norvegicus), Q62848. Arfgap1-stimulated ARF1 GTP hydrolysis, GDP FP detection. inhibition, % at 16.5 µM. 360,000 tested, 0.26% active;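 active = inhibition above a per-plate limit, mean inhibition of low control wells plus 3 SD, cut at about 25% in these data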;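 also: 0% = DMSO wells with enzyme and 100% = wells lacking Arfgap1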
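system = rat Arfgap1 catalytic domain, aa 1-136 | technique = FP, GDP Alexa 633 tracer displaced from anti-GDP antibody, 620/688 nm | compound = one concentration, 16.5 µM, DMSO 1.26% | medium = HEPES-based buffer, pH 7.5 | timing = compound-enzyme preincubation 20 min, reaction 120 min, detection 60 min, 25 °C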
ADAM10 inh: human ADAM10 inhibitors, primary screen, biochemical, QFRET, HTS; recombinant ADAM10, EDANS/DABCYL FRET peptide cleavage, 3 h; inhibition, % at 7 µM; 370,000 tested, 0.62% active; AID 720582, 2013;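 active = inhibition above a per-campaign cutoff equal to the mean of compounds falling between control-based bounds plus 3 SD, cut at about 20% in these data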;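 also: 0% = DMSO wells while the 100% control is not disclosed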
Tn6 DDE FP: inhibitors of Tn6 peptide binding to fibrin DD(E), primary screen, biochemical, fluorescence polarization, human fibrin, Tn6 probe; Fibrin DD(E) TRITC-Tn6 fluorescence polarization displacement; 370,000 tested, 0.21% active; Fibrinogen beta chain (Homo sapiens), P02675; inhibition, % at 8.3 µM; AID 720509, 2013;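 active = inhibition above a per-campaign cutoff: mean of compounds within control limits plus 3 SD, cut at about 15% in these data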;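 also: 0% = median of all compound wells on the plate and 100% = blocking peptide control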
TDP2 absorb: human TDP2 enzyme inhibitors, primary screen, biochemical, epi absorbance, recombinant enzyme; AID 720702, 2013; 370,000 tested, 0.34% active; T5PNP hydrolysis, p-nitrophenol absorbance 415 nm; Tyrosyl-DNA phosphodiesterase 2 (Homo sapiens), O95551; inhibition, % at 12.8 µM;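 active = inhibition above the mean of all tested compounds plus 3 SD, set per campaign, cut at about 25% in these data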;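 also: 0% = DMSO with enzyme and 100% = buffer with substrate but no TDP2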
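Test system: human TDP2 enzyme; Input: 120 nM TDP2 per well; Buffer or medium: Mg2+-containing Tris-HCl buffer, pH 7.5; Reagent: 5 mM T5PNP; Dosing: 12.8 µM single point, 1% DMSO; Incubation: reaction 2 h, 37 °C; Detection: p-Nitrophenol epi absorbance; Read-out: % inhibition relative to enzyme-containing and enzyme-free wells; Replicates: single well per compound.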
PLCg1 inh: PLC-gamma1 enzyme inhibitors, primary screen, biochemical, fluorescence, purified enzyme; fluorogenic substrate; AID 720700, 2013; inhibition, % at 12.2 µM; 1-phosphatidylinositol 4,5-bisphosphate phosphodiesterase gamma-1 (Homo sapiens), P19174; 370,000 tested, 0.84% active; in the data active = inhibition above about 9.5%
Target sequence (P19174 whole entry, looked up): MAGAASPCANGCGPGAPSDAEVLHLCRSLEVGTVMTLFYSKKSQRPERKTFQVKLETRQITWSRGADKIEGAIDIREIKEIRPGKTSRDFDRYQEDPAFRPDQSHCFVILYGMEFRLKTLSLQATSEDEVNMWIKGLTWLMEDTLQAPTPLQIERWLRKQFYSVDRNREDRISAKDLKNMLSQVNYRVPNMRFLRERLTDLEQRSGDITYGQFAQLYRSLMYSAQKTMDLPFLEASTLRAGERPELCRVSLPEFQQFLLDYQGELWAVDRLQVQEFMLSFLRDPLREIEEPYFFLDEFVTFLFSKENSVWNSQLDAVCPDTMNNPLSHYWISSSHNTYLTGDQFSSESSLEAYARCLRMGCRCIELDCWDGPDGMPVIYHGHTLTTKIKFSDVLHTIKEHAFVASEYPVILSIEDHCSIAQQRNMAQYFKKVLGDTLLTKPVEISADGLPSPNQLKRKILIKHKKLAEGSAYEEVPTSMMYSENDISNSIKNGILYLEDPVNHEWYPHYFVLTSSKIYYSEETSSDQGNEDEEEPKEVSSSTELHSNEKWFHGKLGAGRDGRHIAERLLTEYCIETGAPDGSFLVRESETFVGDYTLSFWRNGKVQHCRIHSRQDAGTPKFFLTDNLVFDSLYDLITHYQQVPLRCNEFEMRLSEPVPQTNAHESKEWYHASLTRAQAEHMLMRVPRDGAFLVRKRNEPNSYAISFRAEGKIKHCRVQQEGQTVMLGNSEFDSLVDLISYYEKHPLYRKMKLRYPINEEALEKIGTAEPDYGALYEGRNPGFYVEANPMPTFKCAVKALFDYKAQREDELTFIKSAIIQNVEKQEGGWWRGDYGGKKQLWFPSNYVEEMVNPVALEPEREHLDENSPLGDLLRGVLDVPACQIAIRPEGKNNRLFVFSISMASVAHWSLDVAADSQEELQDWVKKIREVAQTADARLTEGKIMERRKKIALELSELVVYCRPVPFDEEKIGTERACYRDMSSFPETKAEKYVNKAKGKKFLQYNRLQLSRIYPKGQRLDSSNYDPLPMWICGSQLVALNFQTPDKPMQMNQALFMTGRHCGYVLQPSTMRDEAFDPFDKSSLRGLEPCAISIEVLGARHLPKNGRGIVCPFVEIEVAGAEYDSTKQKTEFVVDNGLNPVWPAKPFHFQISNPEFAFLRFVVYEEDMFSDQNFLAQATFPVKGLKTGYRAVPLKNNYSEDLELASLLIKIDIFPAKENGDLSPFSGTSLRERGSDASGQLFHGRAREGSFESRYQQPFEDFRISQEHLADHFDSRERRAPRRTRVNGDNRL
ASAP1 GAP inh: inhibitors of human ASAP1 ArfGAP activity, primary screen, biochemical, fluorescence polarization; Arf-GAP with SH3 domain, ANK repeat and PH domain-containing protein 1 (Homo sapiens), …; ASAP1-stimulated ARF1 GTP hydrolysis, GDP FP detection; inhibition, % at 16.5 µM; 360,000 tested, 0.19% active; in the data active = inhibition above about 25%;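 also: 0% = vehicle with enzyme and substrate and 100% = no enzyme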
ADAM17 inh: ADAM17 inhibitors, primary screen, biochemical, QFRET. Disintegrin and metalloproteinase domain-containing protein 17 (Homo sapiens), P78536. AID 720648, 2013. recombinant ADAM17, EDANS/DABCYL FRET peptide cleavage. inhibition, % at 6.95 µM. 370,000 tested, 0.83% active;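 active = inhibition above the mean of compounds lying between control limits plus 3 SD, set per campaign, cut at about 8.5% in these data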;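 also: 0% = DMSO-only wells as the low control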
KLK7 zymogen act: proKLK7 zymogen activators, primary screen, biochemical, fluorescence intensity. Kallikrein-7 (Homo sapiens), P49862. purified proKLK7, EDANS-DABCYL substrate fluorescence; 100% is mature enzyme control, 0% vehicle. activation, % at 7 µM. 370,000 tested, 0.9% active;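 active = activation above the mean of all tested compounds plus 3 SD, computed per campaign excluding outliers beyond control limits, cut at about 13% in these data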
LEDGF integ inh: blockers of LEDGF/p75-dependent integrase strand transfer – biochemical, TR-FRET, high throughput, primary screen; HIV-1 integrase (with human LEDGF/p75); TR-FRET IN-LEDGF/p75 DNA integration, Eu/Cy5; inhibition, % at 3.7 µM; 370,000 tested, 0.64% active; AID 743269, 2014;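 active = inhibition above the screen-wide mean plus 3 SD, cut at about 13% in these data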;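 also: signal is the Cy5 over europium emission ratio at 671 and 618 nm; 0% = plate median of compound wells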
Numbers without * were called inactive; / = not tested or not shown.

SMILES | Tn7 DDE FP | ARFGAP1 inh | ADAM10 inh | Tn6 DDE FP | TDP2 absorb | PLCg1 inh | ASAP1 GAP inh | ADAM17 inh | KLK7 zymogen act | LEDGF integ inh
Cc1cccc(Cn2c(C(C)O)nc3ccccc32)c1 (configuration not stated) | 3 | -3 | 1 | 1 | 12 | -1 | -4 | -1 | 0.3 | 2
Cc1ccccc1NC(=O)/C(=C\c1cccs1)NC(=O)c1ccccc1 | -7 | 15 | 2 | 6 | 6 | 0 | -6 | -6 | 0.2 | 2
CCOC(=O)C1CCN(C(=O)CCNC(=O)c2cc(OC)c(OC)c(OC)c2)CC1 | -3 | 2 | 6 | 6 | -13 | 2 | -2 | 3 | 0.8 | 12
COc1ccccc1-c1cnc(C(O)c2ccc(F)c(C)c2)[nH]1 (configuration not stated) | -8 | 8 | 8 | 9 | -19 | -1 | 0 | 4 | -0.1 | -2
CC1CCCC(C)N1C(=O)COc1cccc(Oc2ccccc2)c1 (configuration not stated) | -4 | -3 | 6 | 0 | -4 | 3 | -1 | 3 | 0.7 | 6
COc1ccc(C(=O)NCCCN2CCOCC2)cc1 | 2 | 6 | -7 | -6 | -6 | 0 | 4 | -5 | 0.4 | -3
CCN(CC)S(=O)(=O)c1ccc(OCC(=O)NC(=O)c2ccccc2OC)c([N+](=O)[O-])c1 | -7 | 1 | -11 | -1 | 1 | 3 | 0 | -6 | 0.8 | 2
Cc1onc(-c2ccccc2Cl)c1C(=O)Nc1nnc(-c2ccc(Cl)cc2Cl)s1 | -3 | 2 | -25 | -3 | 8 | -8 | 5 | -6 | -0.3 | -3
CCS(=O)(=O)c1ccc(C(=O)NC2CC2)c(Cl)c1Cl | -3 | 6 | -1 | -2 | -4 | 0 | 3 | 0 | -0.2 | 4
O=C(CN1CCN(S(=O)(=O)c2ccc(F)cc2)CC1)Nc1ccccc1C(=O)NC1CC1 | 0 | -3 | -1 | -1 | -7 | 1 | 12 | -4 | 0.1 | -3
CCOc1ccc(N(CC(=O)Nc2cccc(C)c2C)S(=O)(=O)c2c(C)[nH]c(=O)[nH]c2=O)cc1 | 4 | -2 | 2 | 5 | -10 | -1 | 5 | -1 | 0.3 | -2
CCN(CC)c1ccc(NS(=O)(=O)c2ccc(-c3ccc(=O)[nH]n3)o2)c(C)c1 | 6 | -4 | 1 | -8 | 4 | 0 | -3 | 4 | -0.6 | 15*
Cn1c(COc2ccccc2)nnc1SCCSc1nnc(COc2ccccc2)n1C | -5 | 4 | 4 | 2 | -4 | -1 | 9 | -4 | -0.1 | -4
COc1ccc(C(OC(=O)c2ccco2)C(=O)NC2CCCC2)cc1OC (configuration not stated) | -3 | 11 | -6 | -3 | 7 | 3 | 4 | 0 | -0.1 | 2
CC(C)(C)c1ccc(Oc2ccc(N)cc2)cc1 | 2 | 11 | 6 | 5 | -1 | 0 | 0 | 0 | -0.8 | -3
COc1ccc(C(CNC(=O)CSc2ccccc2)N2CCOCC2)cc1 (configuration not stated) | -2 | -12 | -1 | -1 | -4 | 3 | -1 | 1 | 0.5 | 4
CNC(=O)c1cc(NC(=O)N(CCC#N)CCN(C(=O)NC(Cc2ccccc2)C(=O)NC(CC(C)C)C(=O)NC)c2ccccc2)ccc1OC (configuration not stated) | 5 | 11 | -28 | -6 | -3 | 3 | 7 | -7 | 0.6 | 1
Cc1ccc(C2N(c3ccc(Cl)c(Cl)c3)C(=O)C3CCCN32)o1 (configuration not stated) | -1 | -7 | -2 | -3 | -1 | -2 | -9 | -6 | 0.0 | -1
Cc1cc(C)n(CC(C)NC(=O)CCc2nnc(CCc3ccccc3)o2)n1 (configuration not stated) | 0 | -2 | 3 | 6 | 8 | 0 | 8 | -3 | -0.5 | 0
C/C(=C/C(=O)O)C(=O)Nc1cccc(C(F)(F)F)c1 | -10 | 5 | 2 | -2 | -3 | 4 | 3 | 0 | -0.3 | -1
O=C1C=C(c2cccc(Cl)c2O)C[C@@H](c2ccc(F)cc2)C1 | 3 | 8 | 3 | -3 | 10 | -31 | 5 | 3 | 0.4 | 4
O=C1CCC(C(=O)N2CCCCO2)CN1CCc1ccccc1 (configuration not stated) | 4 | 1 | -3 | 10 | 9 | 1 | 5 | -1 | -0.2 | 0
CN(C(=O)Nc1cnccc1C(F)(F)F)C1CCCCC1 | -4 | -10 | 0 | -1 | 14 | 2 | -10 | -2 | 0.6 | 0
CCOc1[nH]c(/N=C/c2ccco2)c(C#N)c1C#N | 0 | -4 | -33 | 5 | -15 | -30 | 3 | -10 | -1.6 | 6
CCCc1nnc(NC(=O)CCS(=O)(=O)Cc2ccccc2)s1 | 9 | 15 | 2 | 8 | -7 | 0 | -2 | 0 | 0.3 | -4
Cc1ccc(NC(=O)Cn2nnc(C(=O)NCc3cccs3)c2N)cc1Cl | -9 | 7 | -5 | -4 | -12 | 0 | 2 | -5 | -0.3 | -13
C/C(CC(=O)NCc1ccc(F)cc1)=N\NC(N)=S | 1 | -5 | 14 | -6 | -4 | 1 | 0 | 2 | 0.0 | 3
CC(=O)NC(Cc1ccccc1F)C(=O)NC1CCN(C(=O)c2cnccn2)CC1 (configuration not stated) | 1 | -3 | -4 | -11 | 1 | 0 | -11 | -7 | -0.2 | 2
CC1(C(=O)Nc2ccc3c(c2)OCCO3)CN(S(C)(=O)=O)CC(=O)N1CCc1ccc(O)cc1 (configuration not stated) | -6 | 6 | -1 | -2 | -13 | 8 | -2 | 4 | 0.1 | 7
NC(c1ccccc1)c1csc(Nc2ccc(C(=O)NCCCO)cn2)n1 (configuration not stated) | -6 | 3 | -30 | -5 | -7 | -26 | -4 | -4 | -0.7 | -3

Some of the entries so far, with values under each structure:
Fields – Tn7 DDE FP, ARFGAP1 inh, ADAM10 inh, Tn6 DDE FP, TDP2 absorb, PLCg1 inh, ASAP1 GAP inh, ADAM17 inh, KLK7 zymogen act, LEDGF integ inh
Cc1cc(C)n(CC(C)NC(=O)CCc2nnc(CCc3ccccc3)o2)n1 (configuration not stated)
  0, -2, 3, 6, 8, 0, 8, -3, -0.5, 0
C/C(=C/C(=O)O)C(=O)Nc1cccc(C(F)(F)F)c1
  -10, 5, 2, -2, -3, 4, 3, 0, -0.3, -1
O=C1C=C(c2cccc(Cl)c2O)C[C@@H](c2ccc(F)cc2)C1
  3, 8, 3, -3, 10, -31, 5, 3, 0.4, 4
O=C1CCC(C(=O)N2CCCCO2)CN1CCc1ccccc1 (configuration not stated)
  4, 1, -3, 10, 9, 1, 5, -1, -0.2, 0
CN(C(=O)Nc1cnccc1C(F)(F)F)C1CCCCC1
  -4, -10, 0, -1, 14, 2, -10, -2, 0.6, 0
CCOc1[nH]c(/N=C/c2ccco2)c(C#N)c1C#N
  0, -4, -33, 5, -15, -30, 3, -10, -1.6, 6
CCCc1nnc(NC(=O)CCS(=O)(=O)Cc2ccccc2)s1
  9, 15, 2, 8, -7, 0, -2, 0, 0.3, -4
Cc1ccc(NC(=O)Cn2nnc(C(=O)NCc3cccs3)c2N)cc1Cl
  -9, 7, -5, -4, -12, 0, 2, -5, -0.3, -13

(listing goes on)
SMILES | Tn7 DDE FP | ARFGAP1 inh | ADAM10 inh | Tn6 DDE FP | TDP2 absorb | PLCg1 inh | ASAP1 GAP inh | ADAM17 inh | KLK7 zymogen act | LEDGF integ inh
CCOc1cccc(=O)c2c(C)oc(C)c12 | -2 | -5 | -6 | 2 | 1 | -9 | 2 | 2 | 0.7 | -1
CCCCCCNC(=O)c1c(N)[nH]c(C(=O)c2ccccc2)c1-c1ccc(O)cc1 | -2 | / | -15 | -4 | -8 | 1 | / | -3 | / | 3
Cc1ccnc(NS(=O)(=O)c2ccc(NS(=O)(=O)c3ccc(Br)cc3)cc2)n1 | 1 | -1 | -8 | 6 | -2 | 0 | 7 | 1 | -0.8 | 0
CCOc1ccc(N=C2NC(=O)S/C2=C\c2ccc(N(C)C)cc2)cc1 | 2 | -6 | -4 | 0 | 5 | -48 | 2 | -2 | 0.4 | 2
O=C(CSc1ncc(C(F)(F)F)cc1Cl)N1CCN(S(=O)(=O)c2ccc(Cl)cc2)CC1 | -3 | -3 | 7 | -2 | 3 | 2 | -2 | 1 | 0.4 | 0
C=CC(=O)N1C/C=C\C(c2ccc(OC)cc2)N(Cc2ccc(F)cc2)C(=O)C1 (configuration not stated) | -1 | 6 | 3 | 4 | 13 | 3 | -5 | -2 | -1.8 | 0
CCN(CC)CCCn1c2c(c(SCC(=O)Nc3cc(OC)cc(OC)c3)nc1=O)CCC2 | -4 | -2 | 2 | 1 | 6 | 0 | -3 | 0 | -0.5 | 2
O=S(=O)(N[C@H](CO)c1ccccc1)c1ccc(Br)cc1F | -1 | -3 | 0 | 0 | -9 | 6 | 14 | -2 | 0.2 | -2
CS(=O)(=O)c1ccc2nc(NC(=O)C3COc4ccccc4O3)sc2c1 (configuration not stated) | -2 | 11 | 6 | -8 | -4 | 0 | 6 | 1 | -0.5 | 0
Cc1ccc(-c2c[n+]3c(n2-c2ccccc2)CCC3)cc1 | 1 | -4 | -2 | -2 | -14 | -1 | -3 | -1 | -0.1 | -6

Screening results (PubChem BioAssay)
